Assay outcomes (PubChem)
BLM helicase inh: Bloom syndrome helicase (human) inhibition; actives 0.2% (n = 350,000); recombinant BLM DNA unwinding, fluorescence dequenching; P54132; Potency, µM (highest dose often 56.1 µM), for inactives: at the highest dose activity change, negative = inhibition, hits mostly inhibitors;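 also: potency is read from the fitted curve at half-maximal effect; plate controls were vehicle for no effect and no enzyme for full effect; nearly all actives have a fitted effect of over 35% in size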
POLI inh: blocks human DNA polymerase iota activity. Q9UNA4. Pol iota fluorescent replication assay, 10 min. Potency, µM (highest dose often 115 µM), for inactives: at the top dose activity, negative = inhibition, most hits filed as inhibitors. actives 1% (n = 390,000); also: potency is read from the fitted curve at half-maximal effect
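Fluorescent replication assay read twice, at 0 min and 10 min after adding 50 nM (final) substrate. Enzyme (10 nM) and compounds were first incubated 15 min at room temperature; enzyme-free buffer wells were negative controls.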
Pol beta inh: inhibitors of human DNA polymerase beta | Pol beta primer extension/strand displacement, fluorescence kinetic | Potency, µM (highest dose often 114 µM), for inactives: at the highest dose activity change, negative = inhibition, hits mostly inhibitors | actives 1.3% (n = 340,000) | AID 485314; also: potency is read from the fitted curve at half-maximal effect; % is scaled to controls: 0 for no effect and ±100 for the full control effect
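Human Pol beta at 10 nM; strand-displacement substrate 50 nM final. Compound exposure 15 min at room temperature before start, reaction 10 min at room temperature.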
POLK inh: inhibitors of human DNA polymerase kappa. Q9UBT6. purified Pol kappa, fluorescent DNA synthesis assay, 10 min. Potency, µM (titrated, usually from 107 µM), inactives show top-dose activity, negative = inhibition, hits mostly inhibitors. actives 0.53% (n = 400,000). AID 588579; also: potency is read from the fitted curve at half-maximal effect; % is scaled to controls: 0 for no effect and ±100 for the full control effect
Target sequence (Q9UBT6 whole entry, looked up): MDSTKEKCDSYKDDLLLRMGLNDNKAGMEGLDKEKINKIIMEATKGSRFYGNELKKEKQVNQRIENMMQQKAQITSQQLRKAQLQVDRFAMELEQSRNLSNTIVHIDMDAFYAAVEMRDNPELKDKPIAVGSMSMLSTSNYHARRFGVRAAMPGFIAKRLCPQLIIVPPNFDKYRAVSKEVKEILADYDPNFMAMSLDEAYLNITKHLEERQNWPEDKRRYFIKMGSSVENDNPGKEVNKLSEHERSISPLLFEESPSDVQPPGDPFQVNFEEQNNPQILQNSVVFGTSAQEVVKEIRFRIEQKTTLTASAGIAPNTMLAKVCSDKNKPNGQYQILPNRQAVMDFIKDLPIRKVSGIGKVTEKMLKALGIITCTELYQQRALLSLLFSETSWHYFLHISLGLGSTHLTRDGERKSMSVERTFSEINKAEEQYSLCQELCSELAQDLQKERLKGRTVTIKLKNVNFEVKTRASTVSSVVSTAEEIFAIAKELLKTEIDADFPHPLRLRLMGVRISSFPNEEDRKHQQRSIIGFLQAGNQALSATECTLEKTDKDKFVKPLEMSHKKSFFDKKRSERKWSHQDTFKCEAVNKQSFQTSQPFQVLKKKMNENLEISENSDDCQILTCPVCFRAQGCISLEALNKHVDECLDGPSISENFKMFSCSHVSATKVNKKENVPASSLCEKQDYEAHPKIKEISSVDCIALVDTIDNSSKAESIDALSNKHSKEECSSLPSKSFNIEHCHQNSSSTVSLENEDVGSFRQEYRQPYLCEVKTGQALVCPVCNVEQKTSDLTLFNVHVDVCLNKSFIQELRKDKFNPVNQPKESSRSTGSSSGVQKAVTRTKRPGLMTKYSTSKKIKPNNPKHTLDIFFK
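Readout: fluorescence, taken kinetically at 0 and 10 min. Conditions: 10 nM Pol kappa, 15 min RT compound preincubation, 50 nM substrate final. Controls: enzyme-free buffer wells.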
GRP78 ERSR act: induces the endoplasmic reticulum stress response in human glioma cells; U87-MG GRP78 promoter luciferase reporter, 16 h; Potency, µM, without a hit: top-dose activation, hits mostly activators; actives 0.02% (n = 420,000); AID 602332; also: potency is read from the fitted curve at half-maximal effect; series mostly up to about 76 µM; % of control where 0% means no effect; nearly all actives have a fitted effect of over 35% in size
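ERSR induction read as luciferase luminescence (Bright-Glo, 10 min at room temperature) in stably transfected human U87-MG glioma cells exposed to compounds for 16 h, using GRP78 as sensor.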
Pol eta inh: inhibitors of human DNA polymerase eta. Q9Y253. recombinant Pol eta, fluorescent DNA replication assay. Potency, µM (titrated, usually from 114 µM), for the others: at the top dose activity change, negative = inhibition, actives largely listed as inhibitors. actives 1.2% (n = 390,000); also: potency is read from the fitted curve at half-maximal effect; % is scaled to controls: 0 for no effect and ±100 for the full control effect
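Pol eta at 10 nM preincubated with compounds 15 min at room temperature; reaction started with fluorescent substrate (50 nM final) and read kinetically at 0 and 10 min.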
LDHA inh: inhibitors of human lactate dehydrogenase A | activity change, % (values are at about 110 or 230 µM) | AID 1347041 | purified LDHA, NADH/diaphorase-resazurin fluorescence; active compounds read low | P00338 | actives 0.15% (n = 480,000); in the data active = activity change below about -30%; inconclusive = mostly about -25% to -30%;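 also: plate controls were DMSO wells for no effect and wells without enzyme for full effect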
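Remaining NADH was detected by diaphorase (0.133 mg/mL) converting 37 µM resazurin to fluorescent resorufin, read at 0 and 20 minutes. The preceding 5-minute room-temperature reaction used 2 nM LDHA, 0.2 mM sodium pyruvate and 0.06 mM NADH at pH 7.4.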
Apoferritin bind: binds horse apoferritin like a general anesthetic | P02791 | apoferritin/1-aminoanthracene competitive binding, fluorescence | Potency, µM (highest dose often 77.5 µM), inactives show top-dose activity change, negative = displacement, hits mostly inhibitors | actives 0.074% (n = 350,000); also: potency is read from the fitted curve at half-maximal effect; % is scaled to controls: 0 for no effect and ±100 for the full control effect; nearly all actives have a fitted effect of over 20% in size
Target sequence (P02791 2-175 limits assumed): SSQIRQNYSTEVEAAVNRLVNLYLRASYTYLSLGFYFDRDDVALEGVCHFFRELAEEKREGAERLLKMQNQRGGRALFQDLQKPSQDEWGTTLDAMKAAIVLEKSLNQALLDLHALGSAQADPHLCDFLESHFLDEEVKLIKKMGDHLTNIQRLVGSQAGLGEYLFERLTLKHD
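Probe: 1-aminoanthracene (50% saturated, PBS). Protein: horse-spleen apoferritin, 10 uM. Incubation: 10 min, room temperature. Detection: 380 nm excitation, 535 nm emission. Analysis: normalized response, four-parameter Hill.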
APEX1 inh: blocks human APE1 abasic DNA cleavage; P27695; recombinant APE1, TAMRA/BHQ-2 abasic DNA cleavage fluorescence; Potency, µM (top dose mostly 65.8 µM), without a hit: at the highest dose activity change, negative = inhibition, actives largely listed as inhibitors; actives 0.35% (n = 350,000);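 also: potency is read from the fitted curve at half-maximal effect; plate controls were vehicle for no effect and reference inhibitor for full effect; nearly all actives have a fitted effect of over 55% in size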
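Incision of a quenched TAMRA/BHQ-2 THF abasic-site duplex (50 nM) by 0.75 nM APE1, after 15 min compound preincubation, measured as fluorescence increase over three 60 s reads. Values normalized to buffer, DMSO and NSC13755 control wells.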
Starred values were filed as active, the others as inactive; ? = inconclusive; · = no result given; & = joins results of further samples; [ ] = dose if it differs, or a comment. Unless noted, calls follow the shape of the dose curve; as a rule, active = well fitted curve in the direction sought with a large enough effect; inconclusive = small, poorly fitted or top-dose-only effect, or another doubt; inactive = no such curve, though single readings can be large; an effect the other way counts as inactive or inconclusive. The list is partial. The share of hits here may be higher or lower than overall.

| SMILES | BLM helicase inh | POLI inh | Pol beta inh | POLK inh | GRP78 ERSR act | Pol eta inh | LDHA inh | Apoferritin bind | APEX1 inh |
| --- | --- | --- | --- | --- | --- | --- | --- | --- | --- |
| CCN(C(=O)c1cc2c(C)nc3ccccc3c2o1)c1cc(Cl)ccc1OC | -13.5% | 33.9%[activator] | -0.6% | -6.3% | -3.1% | -11.3% | -6.5 | -7.0% | 6.1% |
| O=C(CSc1ncn[nH]1)NCCC(c1ccccc1)c1ccccc1 | 0.6% | 25.4% | 31.7% | 1.3% | -4.2% | -21.0% | -4.8 | -7.4% | ? |
| COc1ccc(-c2nc3c(c(SCc4ccc(Br)cc4)n2)Cc2c(CO)cnc(C)c2O3)cc1 | -1.3% | -1.4% | 6.6% | 6.2% | -1.3% | -15.3% | 1.7 | -7.0% | · |
| O=C(CSc1ccc2nnc(-c3cccc(F)c3)n2n1)NCc1ccco1 | -6.1% | ? | 79.4µM* | -39.0% | -3.7% | -0.1% | -6.8 | -16.9% | -5.3% |
| COCCCNCc1cc(C)n(-c2cc(S(=O)(=O)N3CCOCC3)ccc2N2CCCC2)c1C | · | 5.2% | · | -14.0% | -2.6% | -8.8% | -11.7 | · | · |
| COc1cc(/C=C/C(=O)c2c(O)cc(C)oc2=O)cc(OC)c1O | 2.8%&-4.8% | ? | 0.2% | -13.1%[60.1 µM] | 1.0%&-3.8% | ? | 25.4 | -0.4%&-10.4% | -6.6%&-6.3% |
| Cc1ccc(NC(=O)Nc2ccc(Cl)c(Cl)c2)nc1 | -2.1% | 142.5%[activator] | 23.4% | -5.5% | 1.9% | -8.5% | -7.7 | -4.3% | 8.3% |
| CCc1c(C)nc2cc(-c3ccc(Cl)cc3)[nH]n2c1=O | -1.9% | -11.9% | 41.7% | -2.8% | -4.4% | 0.8% | -0.6 | -1.4% | 3.9% |
| CCOC(=O)C1=C(C)NC(=O)NC1/C=C/c1ccccc1 (centres undefined) | -4.2% | -63.6% | -26.2% | 3.6%[60.1 µM] | -3.3% | 9.7% | -9.5 | -8.0% | -3.7% |
| O=C(/C=C/c1ccc([N+](=O)[O-])cc1)NCC1CCCO1 (centres undefined) | -2.2% | ? | 10.0% | 9.2% | 1.3% | -7.4% | -3.0 | -8.7% | 3.8% |
| COc1cccc(C(=O)Nn2cnnc2)c1OC | -9.9% | 23.6% | -17.6% | 5.9% | -2.7% | -16.1% | 7.5 | -6.4% | 31.3% |
| CCN(CC)S(=O)(=O)c1ccc(C)c(NC(=O)Cn2cnc3cc([N+](=O)[O-])ccc3c2=O)c1 | -6.7% | 95.9%[activator] | -2.4% | -12.9% | 3.4% | -2.0% | -1.7 | ? | 0.3% |
| CC(C)(CNS(=O)(=O)c1ccc(F)cc1)CNS(=O)(=O)c1ccc(F)cc1 | 0.6% | 21.5% | 2.3% | -16.6% | -7.6% | -14.8% | 2.7 | -9.6% | -0.8% |
| Cc1ccc(NC(=O)CCCc2c[nH]c3ccccc23)nc1 | -0.4% | -13.1% | 8.2% | -10.6% | 1.3% | -6.7% | -16.1 | -1.2% | 35.1% |
| COc1ccc(OC)c(Nc2nc(-c3sc(NC(=O)CC(C)C)nc3C)cs2)c1 | -6.3% | -2.0% | 1.5% | 4.5% | -1.3% | -22.8% | 0.8 | -19.7% | -6.6% |
| CCOC(=O)c1c(C)[nH]c(C(=O)OCCOc2ccc(Cl)cc2)c1C | -3.7% | -6.1% | 9.7% | -11.3% | 0.6% | -19.0% | -9.6 | -15.6% | 2.6% |
| O=C1NN(c2ccc(Cl)c(Cl)c2)C(=O)/C1=C/c1cccc(OC(=O)c2cccs2)c1 | -24.2% | · | -26.4% | · | · | · | · | ? | -0.4% |
| Cc1cc(C(C)(C)C)cc(S(=O)(=O)Nc2ccc(C(=O)O)cc2)c1C | 0.8% | 199.5%[activator] | -24.1% | -13.7% | -2.0% | -15.0% | 1.1 | -8.9% | -4.0% |
| Cc1nc(-c2ccc(S(=O)(=O)N3CCN(Cc4ccccc4)CC3)s2)cs1 | -6.8% | 5.8% | 4.4% | -5.1% | 0.4% | -14.7% | -0.4 | 0.5% | -7.4% |
| C(=C\c1ccnc2ccccc12)/c1ccccc1 | · | -3.5% | · | -16.5% | 2.1% | · | -0.6 | · | · |

Full records, quoted from the list. Order of screens: BLM helicase inh	POLI inh	Pol beta inh	POLK inh	GRP78 ERSR act	Pol eta inh	LDHA inh	Apoferritin bind	APEX1 inh
CC(C)(CNS(=O)(=O)c1ccc(F)cc1)CNS(=O)(=O)c1ccc(F)cc1 as listed: 0.6%	21.5%	2.3%	-16.6%	-7.6%	-14.8%	2.7	-9.6%	-0.8%
CCOC(=O)c1c(C)[nH]c(C(=O)OCCOc2ccc(Cl)cc2)c1C as listed: -3.7%	-6.1%	9.7%	-11.3%	0.6%	-19.0%	-9.6	-15.6%	2.6%

(continued)
| SMILES | BLM helicase inh | POLI inh | Pol beta inh | POLK inh | GRP78 ERSR act | Pol eta inh | LDHA inh | Apoferritin bind | APEX1 inh |
| --- | --- | --- | --- | --- | --- | --- | --- | --- | --- |
| CC(C)(C)S(=O)(=O)c1ccc2nc3c(n2c1)CCCC3 | 1.9% | 14.4% | -1.8% | -10.8% | -5.3% | 0.1% | -7.2 | -4.1% | -0.3% |
| COC(=O)[C@]1(C)N[C@H](CN(C)C(=O)Nc2ccc(OC)cc2)[C@@H]2C(=O)N(Cc3ccccc3)C(=O)[C@@H]21 | · | -12.7% | · | 1.6% | 4.7% | -16.3% | 4.2 | · | 11.2% |
| CC(C)n1c(=O)c2c(O)cc(=O)oc2c2ccccc21 | -6.8% | ? | 17.8µM* | ? | -1.0% | -28.6% | 10.5 | -1.1% | 12.0% |
| N#Cc1ccccc1NC(=O)C(=O)NCC(c1cccnc1)N1CCN(c2ccccc2)CC1 (centres undefined) | -7.2% | 0.3% | 0.3% | -3.6% | -2.8% | -10.1% | 2.7 | 6.8% | · |
| CC(C)c1ccccc1NC(=O)COC(=O)CCN1C(=O)/C(=C\C=C\c2ccccc2)SC1=S | -0.3% | 69.5%[activator] | 4.1% | -11.0% | -14.0% | -23.6% | -0.3 | -13.5% | -7.1% |
| O=C(C[C@H]1C[C@H](C(=O)N2CCCCC2)[C@@]2(CCc3ccccc3)c3[nH]c4cc(-c5ccco5)ccc4c3CCN2C1=O)NCCN1CCOCC1 | · | 8.3% | · | 11.1% | -10.3% | -15.7% | 0.4 | · | 22.6% |
| C#CCCCO/N=C1/[C@H]2O[C@@H]2[C@@H](O)[C@H]2[C@H]1CCn1c(=O)n(C)c(=O)n12 | 4.1%[12.4 µM] | · | · | · | -4.2% | · | · | 8.6%[15.3 µM] | 31.8%[activator][12.4 µM] |
| COC(=O)CSc1nc(C)c(C(=O)Nc2ccccc2C)c(-c2ccc(Cl)cc2)c1C#N | 0.2% | 2.0% | 34.4% | -12.7% | 5.4% | -6.5% | -1.5 | -16.8% | 15.5% |
| Cc1ccc(NC(=S)N(CCN2CCOCC2)Cc2cc3cc4c(cc3[nH]c2=O)OCCO4)cc1 | -4.4% | 16.8% | 0.0% | -1.9% | 5.3% | -1.3% | 0.2 | 3.8% | 14.1% |
| CCOc1ccccc1C(=O)Nc1ccc(-n2nncc2C(C)(C)C)cc1 | -4.7% | 137.4%[activator] | 2.9% | -1.9% | -2.8% | -0.2% | -1.9 | -12.4% | -4.7% |
| COc1ccccc1-c1n[nH]c2c1[C@H](C)CC[C@H]2C(C)C | -15.0% | -1.2% | 1.8% | -16.2% | 0.0% | -11.5% | -1.6 | ? | 11.1% |
| CN1CCN(S(=O)(=O)c2cccc([N+](=O)[O-])c2)CC1 | · | -2.1%[58.9 µM] | · | 3.1% | -7.1% | -6.9% | -2.9 | · | · |
| COc1cc2c(cc1OC)C(c1ccccc1O)NCC2 (centres undefined) | 0.3% | 26.0% | -0.3% | -4.4% | -4.1% | -17.4% | -0.7 | -3.9% | 22.2% |
| N#Cc1nc(COc2ccc(Cl)cc2)oc1N1CCN(Cc2ccccc2)CC1 | -12.2% | 9.6% | 32.8% | -4.2% | -3.9% | -22.4% | -3.8 | 57.0%[activator] | 18.5% |
| CCOC(=O)C1(CC2CC2)CCN(C(=O)c2cc(C3CC3)nc3ccccc23)CC1 | 2.3% | 33.3%[activator] | 13.7% | -14.2% | -2.5% | -8.4% | 0.0 | -11.3% | -7.9% |
| Cc1cccc(C)c1NC(=O)CSc1nnc(Cc2ccccc2)o1 | -8.2% | 5.8% | -7.8% | -19.0% | -6.1% | -0.1% | -7.6 | 4.7% | 0.4% |
| CCOC(=O)C1=NOC(Cn2cc(C#N)c(=O)n(C)c2=O)C1 (centres undefined) | -0.1% | 50.8%[activator] | 5.9% | -10.4% | -4.0% | 1.5% | -2.2 | 1.5% | 2.8% |
| O=C(c1ccc2c(c1)OCO2)[C@@H]1[C@@H]2C(=O)N(C3CCCCC3)C(=O)[C@@H]2C2c3ccccc3C=CN21 (some centres undefined) | -8.9% | ? | -1.4% | -1.3% | -0.4% | -10.5% | 5.2 | ? | -8.8% |
| CCC(CC)c1nnc(NC(=O)CCc2ccc(OC)cc2)s1 | -8.4% | 130.1%[activator] | 37.2% | 2.5% | -0.9% | 2.3% | -8.8 | -13.5% | 25.3% |
| COCCNC(=O)C1(C(F)(F)F)CC(CCCO)CCCO1 (centres undefined) | 3.5% | 36.2%&5.3%[activator] | · | -4.7%&-3.6% | -1.0%&1.4% | -8.7% | -11.4 | -1.5% | 0.7% |
| Cc1ccccc1/C=C/c1nc2ccccc2c(=O)n1CCc1ccccc1 | -8.3% | 0.1% | 46.3% | -3.6% | -0.7% | -13.5% | -7.3 | -11.6% | 3.8% |
| CCNC(=O)CC1SC(=Nc2cccc(Cl)c2C)N(C)C1=O (centres undefined) | -13.6% | 3.9% | 21.8% | -18.6% | -1.0% | -6.7% | -6.9 | 29.8% | -10.5% |
| Cc1c(C(=O)N2CCN(S(=O)(=O)c3ccccc3)CC2)oc2ccc(Br)cc12 | · | 80.7%[activator] | · | -13.0% | -4.5% | -20.3% | -5.5 | · | 13.1% |
